# RMI-FANCM inh = blocks RMI1/RMI2 complex binding to FANCM MM2 peptide; Fluorescence polarization, RMI core complex with F-MM2 peptide; active compounds read low; FP signal (polarization) at 33 µM; hit rate 0.58% among 70,000; in the data active = FP signal below about 40; also: inactives centre near 61; strong numbers were not always called active; unit not given here
# * = called active by the depositor; & = joins results of further samples. Some of the compounds tested; count on the stated rates, not on these rows.
no.	RMI-FANCM inh	compound
1	66	CC(C)(C)c1ccc(C(=O)NCC(=O)N/N=C\c2cccs2)cc1
2	62	Cc1cc(C)c(S(=O)(=O)NC(C)Cn2cncn2)c(C)c1 (stereo unspecified)
3	70	Cc1ccc(-c2ccc(=O)n(CCCC(=O)Nc3ccc(OC(F)(F)F)cc3)n2)cc1
4	54	COc1ccc(CSC(N)=Nc2ccccc2Cl)cc1
5	59	O=C(NCc1ccc2c(c1)OCO2)Nc1nc(CSCc2ccc(F)cc2)cs1
6	69	CC(C)C(=O)Nc1ccc(C(=O)NCCNC(=O)c2cccs2)cc1
7	63	c1ccc2c(c1)nc1c2ccc2[nH]onc21
8	74	Cc1cccc(CC(=O)Nc2cc(C)nn2-c2nc(-c3cccs3)cs2)c1
9	137	CCc1nc2c(sc3cccc(F)c32)c(=O)n1CC(=O)Nc1ccc(C)c(C)c1
10	59	CCOC(=O)C(Cc1ccc(F)cc1)(NC(C)=O)C(=O)OCC
11	66	COc1cc(C(=O)NCCn2ncc3c(=O)n(Cc4ccc([N+](=O)[O-])cc4)cnc32)cc(OC)c1OC
12	61	O=C(NCc1ccc(F)cc1)N1CCC(c2nnc(C3CC3)s2)CC1
13	54	CCOc1ccccc1NC(=S)NC1CC2CCC1C2 (stereo unspecified)
14	56	COc1ccc([N+](=O)[O-])cc1NC(=S)N1CCc2ccccc2C1
15	62	CN1CCC(N(C)C(=O)NC2CC(=O)N(c3cccc(F)c3)C2)CC1 (stereo unspecified)
16	65	CCOc1ccc(-c2ccc(=O)n(CCCC(=O)Nc3nc(C)cs3)n2)cc1
17	57	Cc1ccc(S(=O)(=O)Nc2nc(CC(=O)N3CCN(c4ccccc4F)CC3)cs2)cc1
18	65	CCOc1ccc(-c2nc(CSc3nc4ccccc4c(=O)n3C(C)C)c(C)o2)cc1
19	67	Cc1ccc2[nH]c3c(=O)n(CCC(=O)N4CCN(c5cccc(C(F)(F)F)c5)CC4)cnc3c2c1
20	64	CC(C)CC(=O)NCCn1ncc2c(N3CCCC3)ncnc21
21	51	O=C(O)c1ccccc1Sc1ccccc1S(=O)(=O)NC12CC3CC(CC(C3)C1)C2
22	70	O=C(Cc1ccccc1Cl)N1CCN(c2ccc3nnc(C4CC4)n3n2)CC1
23	66	COC(=O)c1ccc(C(=O)OC)c(NC(=O)c2ccc(-c3cccc([N+](=O)[O-])c3)o2)c1
24	55	COc1ccc(-c2nc3sc(CCNC(=O)C(=O)Nc4ccc([N+](=O)[O-])cc4)c(C)n3n2)cc1
25	50	S=C(NNc1ccccc1)Nc1cc(Cl)ccc1Cl
26	65	CCn1cccc(-c2nnc(SCC(=O)Nc3cccc(OC)c3)n2C)c1=O
27	58	Cc1cc(C)cc(OCCNC(=O)c2cccs2)c1
28	67	CCOC(=O)C1CCCN(CC(O)COC2CC3CCC2(C)C3(C)C)C1 (stereo unspecified)
29	78	CCc1ccc(S(=O)(=O)NCC2CCN(Cc3ccccc3)CC2)s1
30	72	COC(=O)c1sc(NC(=O)c2ccc3c(c2)OCCO3)c(C(=O)OC)c1C
31	52	O=c1c(O)c(-c2ccccc2)oc2cc(O)ccc12
32	55	COC(=O)c1ccccc1S(=O)(=O)Cc1ccc(OC)c(OC)c1
33	62	CN(C)c1ccc(C=Nc2ccccc2NC(=O)C2CCC(C)(C(=O)O)C2(C)C)cc1 (stereo unspecified)
34	73	COc1cccc(OC)c1C(=O)Nc1ccc2c(c1)C(=O)N(C)c1cc(C)ccc1O2
35	65	O=S(=O)(c1ccc2c(c1)OCCO2)N1CCN(Cc2nc(-c3ccco3)cs2)CC1
36	59	Cc1nc2ccc(NC(=O)c3ccco3)cc2c(=O)n1-c1ccc(F)cc1
37	67	Cc1cc2c(SCC(=O)c3cc4ccccc4o3)ncnc2s1
38	108	Cc1cc(C)n(CC(=O)Nc2cc(F)ccc2F)c(=O)c1-c1nc(-c2ccc(F)cc2)no1
39	142	O=C(c1ccc(F)cc1)c1sc(Nc2ccc3c(c2)OCCO3)nc1-c1ccccc1
40	64	CCOC(=O)c1ccc(NC(=O)CCc2c(C)[nH]c(=O)[nH]c2=O)cc1
41	63	CCn1nc(C(=O)Nc2cccc(C)n2)cc1C
42	59	CCCCc1ccc(NC(=O)CSc2nnc(NC(=O)c3cccs3)s2)c(C)c1
43	71	CCOc1ccc(-c2noc(Cn3cnc4c(nnn4Cc4ccc(Cl)cc4)c3=O)n2)cc1OC
44	57	Cc1cccc(NC(=O)c2ccc(=O)n(Cc3cccc([N+](=O)[O-])c3)c2)n1
45	57	Cc1ccc(NC(=O)CC2SC(=NC(C)C)N(C(C)C)C2=O)cc1 (stereo unspecified)
46	66	CC1(C)CCc2cc(CN3CCN(Cc4ccccc4)CC3)ccc2O1
47	72	Cc1ccc(-c2nnc(NC(=O)/C=C/c3cccs3)o2)c(C)c1
48	62	O=C(Nc1nc2ccccc2s1)C1CCCCN1S(=O)(=O)c1ccc(Cl)s1 (stereo unspecified)
49	75	O=C(CCCN1C(=O)c2cccc3cccc(c23)C1=O)N1CCN(c2ccc([N+](=O)[O-])cc2)CC1
50	58	Cc1ccc(CCC(=O)Nc2ccccc2C(=O)O)o1
51	55	NC1=NC(c2ccc(Cl)cc2)C(C(=O)c2ccccc2)N1 (stereo unspecified)
52	52	Cc1ccccc1C1Oc2ccc(Cl)cc2C2=C1C(c1cccnc1)n1nnnc1N2 (stereo unspecified)
53	59	COc1ccc(/C=C/C(=O)n2cnnc2SCC(=O)c2ccccc2)cc1
54	59	Cc1n[nH]c(C)c1S(=O)(=O)N1CCOCC1
55	57	Nc1nc(=S)ss1
56	64	O=C(Nc1nc(CN2CCc3ccccc3C2)cs1)c1ccccc1Cl
57	95	Cc1cc(C)n(CC(=O)Nc2ccc(OCc3ccccc3)cc2)c(=O)c1C#N
58	53	Cc1ccc(-n2ncc3c(=O)n(NC(=O)c4ccccc4Br)cnc32)cc1C
59	62&70	COc1ccc(S(=O)(=O)NCC(c2cccn2C)N2CCc3ccccc3C2)c(C)c1 (stereo unspecified)
60	120	CCCN1CCCc2cc(CCNS(=O)(=O)c3cc(F)ccc3F)ccc21

# Next part:
no.	RMI-FANCM inh	compound
61	63	Cc1nnc(NC(=O)CSc2nnc(CNC(=O)c3ccccc3)n2-c2cccc(Cl)c2)s1
62	48	O=C(O)c1cccnc1Oc1ccc2c(c1)OCO2
63	62	CS(=O)(=O)N1CCCc2ccc(N)cc21
64	65	CCOC(=O)N1CCN(C(=O)CSc2nnc(C)c3cnn(-c4ccccc4OC)c23)CC1
65	77	CCOc1ccc(-c2cc3c(SCc4ccccc4Cl)nccn3n2)cc1
66	61	O=C(Cc1cccs1)NCCn1ncc2c(N3CCN(c4ccccc4)CC3)ncnc21
67	59	CC(=O)c1cccc(NC(=O)C2CCN(c3ccc(-c4ccco4)nn3)CC2)c1
68	54	CCn1cc(NC(=O)Nc2ccc(OC(F)F)cc2)c2ccccc21
69	55	O=C(Cc1csc(NC(=O)c2ccco2)n1)NCc1cccs1
70	63	O=C(CSc1nnc(Cc2nnc(SCC(=O)c3ccccc3)n2-c2ccccc2)n1-c1ccccc1)c1ccccc1
71	59	CCOC(=O)CSCC(=O)c1ccc(OCc2ccc([N+](=O)[O-])cc2)cc1
72	63	CNC(=O)C(=O)Nc1ccccc1SC
73	55	CC1C(=O)N2CCCc3cc(NC(=O)c4ccc(F)c(F)c4)cc1c32 (stereo unspecified)
74	68	Cc1n[nH]c(=O)c2c1cnn2-c1ccc(F)cc1
75	53	O=C(Cn1nc(-c2ccc(F)cc2)ccc1=O)NCC1CCCO1 (stereo unspecified)
76	61&54	O=[N+]([O-])c1ccc(S(=O)(=O)N2CCCC2)cc1
77	57	O=S(=O)(CCOc1ccccc1)N1CCOCC1
78	63	O=C(O)CCC(=O)N1N=C(c2ccco2)CC1c1ccc2nccnc2c1 (stereo unspecified)
79	64	CN(C)c1ccc(NC(=O)CCc2csc(NC(=O)Nc3ccccc3)n2)cc1
80	63	O=C1NC2CC2N1C(=O)OCc1ccccc1 (stereo unspecified)

# In a second layout: results already given
[77] O=S(=O)(CCOc1ccccc1)N1CCOCC1
- RMI-FANCM inh: 57
[78] O=C(O)CCC(=O)N1N=C(c2ccco2)CC1c1ccc2nccnc2c1 (stereo unspecified)
- RMI-FANCM inh: 63
[79] CN(C)c1ccc(NC(=O)CCc2csc(NC(=O)Nc3ccccc3)n2)cc1
- RMI-FANCM inh: 64
[80] O=C1NC2CC2N1C(=O)OCc1ccccc1 (stereo unspecified)
- RMI-FANCM inh: 63

# Further results.
no.	RMI-FANCM inh	compound
81	74	Cc1sc2nc(SCC(=O)Nc3ccc(S(N)(=O)=O)cc3)n(-c3ccccc3)c(=O)c2c1C
82	54	O=C(NC1CCCC1)C(=O)N1CCN(Cc2ccccc2)CC1
83	56	COc1ccc(-c2csc(NC(=O)c3cccc(SC)c3)n2)cc1C
84	66	Cc1c(Cl)ccc2sc(N(Cc3ccccn3)C(=O)COc3ccccc3F)nc12
85	67	Cc1nn(CC(N)=O)c(=O)c2c1cnn2C(C)(C)C
86	56	Cc1nc([N+](=O)[O-])cn1CCc1noc(-c2ccsc2)n1
87	56	COc1cc(-c2ccc(=O)n(CC(=O)Nc3ccc(F)cc3F)n2)cc(OC)c1OC
88	51	O=c1c(-c2nc(-c3ccc(C(F)(F)F)cc3)no2)cnc2n1CCS2
89	53	O=S(=O)(CCSc1ccccc1)c1ccc(Cl)cc1
90	59	O=C(Cc1csc(NC(=O)c2ccccc2)n1)Nc1cccc(C(F)(F)F)c1
91	61	COc1ccc(-c2cn3cccnc3n2)cc1NC(=O)CSCc1ccccc1
92	64	CCn1nc(C(=O)Nc2nc3ccccc3s2)cc1C
93	75	CC(C)CCN1C(=O)C(C)(C)COc2ccc(NC(=O)c3ccc(Br)o3)cc21
94	54&57	Cc1cc2c(cn1)C(=O)c1ccccc1-2
95	70	O=C(COc1ccccc1F)Nc1ccc2c(c1)N(C(=O)C1CC1)CC2
96	58	OC[C@H]1O[C@@H](Oc2cc(O)cc(/C=C/c3ccc(O)cc3)c2)[C@H](O)[C@@H](O)[C@@H]1O
97	54	COc1c(Cl)cc(Cl)c(OC)c1C(=O)O/N=C(/N)c1ccc([N+](=O)[O-])o1
98	56	CS/C(N=CN(C)C)=N\N=C/c1c(F)cccc1Cl
99	52	COc1ccc(C(=O)NCC(c2ccco2)N2CCN(c3ccccc3F)CC2)cc1OC (stereo unspecified)
100	70	CCc1ccc(S(=O)(=O)NCC2(c3cccs3)CCCC2)s1
101	72	COc1ccc(NC(=O)Cc2cn(Cc3ccccc3)c3ccccc23)cc1OC
102	61	COc1ccc(-c2nn(-c3ccccc3)cc2CN(Cc2ccccc2)C(=O)/C=C/C(=O)O)cc1
103	57	CC(C)(C)CC(C)(C)NC(=O)Nc1cccc([N+](=O)[O-])c1
104	52	Cn1c(SCC(=O)c2ccccc2)nnc1C(F)(F)F
105	67	COc1ccc(OC)c(C(=O)Nc2cc(C)nn2C)c1
106	60	CCn1c(SCc2nc(-c3cc(Br)ccc3OC)oc2C)nc2ccccc2c1=O
107	58	CC(=O)c1c(C)cn(CCC(=O)O)c1C
108	64	N#CC(=C(O)c1ccco1)c1nc2ccccc2s1
109	70	COCCN1CCC(CNC(=O)Cc2ccc(-c3ccccc3)cc2)CC1
110	88	CC(=O)c1ccc(N2CCN(C(=O)CCc3nc4sc5c(c4c(=O)[nH]3)CCCCC5)CC2)cc1
111	54	CCS(=O)(=O)c1ccc(-c2ccc(NS(=O)(=O)c3ccc4c(c3)CCN4C(C)=O)cc2)nn1
112	65	O=S(=O)(Nc1cccc(-c2ccc3nnc(-c4cccnc4)n3n2)c1)c1cccs1
113	66	O=[N+]([O-])/C=C/c1cccc(Oc2ccccc2)c1
114	44	S=C(Nc1ccccc1)Nc1ccc(N=Nc2ccccc2)cc1
115	62	CC(=O)n1nc(C)c(Sc2nnnn2-c2ccccc2)c1C
116	66	c1cc(-c2nn[nH]n2)ccn1
117	51	Cc1nc2ccc(Br)cc2c(-c2ccccc2)c1C(=O)/C=C/c1cc2ccccc2[nH]c1=O
118	66	O=C(NCCn1nc(-c2ccncc2)ccc1=O)c1ccc(C(F)(F)F)cc1
119	76	Cc1cc(C)cc(NC(=O)CSc2nccn2Cc2ccco2)c1
120	51	CC(C)(C)OC(=O)N1CCN(CCNC(=O)c2ccc(Cl)cc2)CC1
121	62	C/C(=N/NC(=O)N/N=C(/C)c1ccc([N+](=O)[O-])cc1)c1ccc([N+](=O)[O-])cc1
122	54	Cc1nnc(-c2cc3ccccc3n2CC(=O)N2CCc3ccccc32)o1
123	58&55	CC1=C(C#N)C(c2ccc(-c3ccccc3C(F)(F)F)o2)C2=C(CC(C)(C)CC2=O)N1 (stereo unspecified)
124	65	CCOC(=O)CSc1ccc(NC(=O)c2ccccc2F)nn1
125	60	CCCN1CCCC[C@H]1C(=O)Nc1c(C)cccc1C
126	129	CCOc1ccc(NC(=O)Cn2c(C)nc3c(sc4cccc(F)c43)c2=O)cc1
127	58	CC1=NN(c2ccccc2)C(=O)/C1=C1/C(=O)N(c2ccccc2)N=C1C
128	59	C=CCOC(Cn1ccnc1)c1ccc(Cl)cc1Cl (stereo unspecified)
129	57	O=C(CN1CCC2(CC1)NC(=O)N(Cc1ccc(Cl)cc1)C2=O)N1CCOCC1
130	59	CCC(=O)NNc1ncnc2c1cnn2-c1ccc(Cl)c(Cl)c1
131	53	COC(=O)c1ccc(Oc2ncnc3scc(-c4ccccc4)c23)o1
132	94	C#CCn1c(=NC(=O)c2ccnn2C)sc2c(C)cc(C)cc21
133	55	COc1ccc(-n2ccn(Cc3ccncc3)c(=O)c2=O)cc1Cl

# Reformatted bar-delimited: part of the list above.
No. | structure | RMI-FANCM inh
121 | C/C(=N/NC(=O)N/N=C(/C)c1ccc([N+](=O)[O-])cc1)c1ccc([N+](=O)[O-])cc1 | 62
122 | Cc1nnc(-c2cc3ccccc3n2CC(=O)N2CCc3ccccc32)o1 | 54
123 | CC1=C(C#N)C(c2ccc(-c3ccccc3C(F)(F)F)o2)C2=C(CC(C)(C)CC2=O)N1 (stereo unspecified) | 58&55
124 | CCOC(=O)CSc1ccc(NC(=O)c2ccccc2F)nn1 | 65
125 | CCCN1CCCC[C@H]1C(=O)Nc1c(C)cccc1C | 60
126 | CCOc1ccc(NC(=O)Cn2c(C)nc3c(sc4cccc(F)c43)c2=O)cc1 | 129
127 | CC1=NN(c2ccccc2)C(=O)/C1=C1/C(=O)N(c2ccccc2)N=C1C | 58

# Bioassay records as filed in PubChem.
